From PubChem BioAssay
LEDGF integ inh – blocks HIV-1 LEDGF/p75-dependent DNA integration; AID 743269; 0.64% of 370,000 active; TR-FRET IN-LEDGF/p75 DNA integration, Eu/Cy5; inhibition, % at 3.7 µM;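 active = inhibition above the screen-wide mean plus 3 SD, cut at about 13% in these data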;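 also: signal is the Cy5 over europium emission ratio at 671 and 618 nm; 0% = plate median of compound wells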
PRMT1 inh – inhibitors of human PRMT1 | inhibition, % at 2.79 µM | Q99873 | recombinant PRMT1, activity-based probe fluorescence polarization | 1.3% of 370,000 active | AID 652257;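 active = inhibition above about 21% made by adding two undisclosed values, limit read from the data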
Target sequence (Q99873 whole entry, looked up): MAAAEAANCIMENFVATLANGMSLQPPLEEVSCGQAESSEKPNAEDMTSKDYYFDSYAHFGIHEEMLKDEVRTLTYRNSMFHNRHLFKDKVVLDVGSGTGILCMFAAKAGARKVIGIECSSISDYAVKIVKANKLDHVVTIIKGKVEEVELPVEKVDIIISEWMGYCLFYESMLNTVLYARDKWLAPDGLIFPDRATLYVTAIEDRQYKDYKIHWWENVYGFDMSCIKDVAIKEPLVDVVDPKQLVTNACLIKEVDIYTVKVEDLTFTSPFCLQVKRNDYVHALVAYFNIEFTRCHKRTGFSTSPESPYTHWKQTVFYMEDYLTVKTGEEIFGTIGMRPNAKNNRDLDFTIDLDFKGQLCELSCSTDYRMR
UHRF1 binding – blocks human UHRF1 binding to methylated DNA. Q96T88. UHRF1 binding to methylated oligo, TR-FRET. inhibition, % at 4.4 µM. 0.75% of 370,000 active. AID 687016; in the data active = inhibition above about 21%;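 also: UHRF1 SRA domain binding a hemimethylated CpG hairpin DNA probe; 0% = median of test compound wells and 100% = reference inhibitor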
PG9 binder – PG9 antibody binding by small molecule | 0.43% of 360,000 active | TR-FRET gp120-PG9 antibody binding | inhibition, % at 6.7 µM | AID 624416; in the data active = inhibition above about 8.5%
DDE Tn7 FP inh – DD(E)-Tn7 binding inhibition, primary FP screen. P02675. FP displacement of FITC-Tn7 peptide from fibrin DD(E); 0% = median of compound wells per plate. inhibition, % at 8.3 µM. 0.13% of 370,000 active. AID 720508;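 active = inhibition above the mean of compounds falling within the control limits plus 3 SD of them, cut at about 14% in these data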;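 also: 0% = plate median of compound wells and 100% = 10 µM Aha-Tn7 peptide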
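Assay system: Fibrin-DD(E) protein isolated from polymerized human fibrin clots; read-out basis: percent inhibition; medium: Tris/NaCl/CaCl2 buffer, pH 7.8; signal: FP measurement; incubation: 10 min plus 3 h, room temperature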
SIAE primary – human SIAE inhibition, primary screen | Q9HAT2 | 0.69% of 370,000 active | inhibition, % at 9.66 µM | SIAE FP-Rh probe binding, fluorescence polarization | AID 1053197;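 active = inhibition above a cutoff: mean of compounds within the control limits plus 3 SD of those, cut at about 17% in these data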;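 also: 0% = plate median of compound wells and 100% = probe without SIAE protein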
Target sequence (Q9HAT2 whole entry, looked up): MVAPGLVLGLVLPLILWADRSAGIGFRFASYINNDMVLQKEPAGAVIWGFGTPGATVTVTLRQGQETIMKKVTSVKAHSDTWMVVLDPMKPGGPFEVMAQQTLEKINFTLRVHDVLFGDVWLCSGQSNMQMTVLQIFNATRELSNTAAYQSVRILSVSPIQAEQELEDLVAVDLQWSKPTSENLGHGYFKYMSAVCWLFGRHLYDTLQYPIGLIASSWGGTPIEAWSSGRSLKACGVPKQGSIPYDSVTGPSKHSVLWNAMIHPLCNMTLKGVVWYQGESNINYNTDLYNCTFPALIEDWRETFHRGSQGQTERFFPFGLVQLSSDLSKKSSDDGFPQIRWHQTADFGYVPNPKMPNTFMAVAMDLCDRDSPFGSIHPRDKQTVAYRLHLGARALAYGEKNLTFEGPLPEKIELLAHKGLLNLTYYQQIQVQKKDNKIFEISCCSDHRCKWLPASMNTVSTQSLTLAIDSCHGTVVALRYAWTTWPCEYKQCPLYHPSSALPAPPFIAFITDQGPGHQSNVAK
ABHD4 inh – inhibits mouse alpha/beta hydrolase domain 4 | purified mABHD4, FP-Rh probe fluorescence polarization | Q8VD66 | 0.54% of 370,000 active | inhibition, % at 8.92 µM;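 active = inhibition exceeding the mean over every tested compound plus 3 SD, cut at about 30% in these data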;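 also: 0% = plate median of compound wells and 100% = S159A mutant with DMSO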
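Doses – 8.92 µM, single dose · Material – wild-type mouse ABHD4 protein · Replication – single well per compound (singlicate) · Measure – percent inhibition of probe binding, normalized to plate controls · Schedule – 45 min compound pre-incubation plus 60 min probe step, 25 °C · Detection – fluorescence polarization with parallel and perpendicular emission, 525/598 nm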
TDP2 inh – blocks human TDP2 phosphodiesterase activity | O95551 | recombinant TDP2, T5PNP hydrolysis, p-nitrophenol absorbance 415 nm | inhibition, % at 12.8 µM | 0.34% of 370,000 active | AID 720702;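 active = inhibition above the mean of all tested compounds plus 3 SD, set per campaign, cut at about 25% in these data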;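 also: 0% = DMSO with enzyme and 100% = buffer with substrate but no TDP2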
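Evaluation: % inhibition relative to enzyme-containing and enzyme-free wells. Material: recombinant human TDP2. Benchmarks: enzyme-free and DMSO wells. Timing: enzyme reaction with compound for 2 h at 37 °C. Compound dosing: 12.8 µM only. Measured by: p-Nitrophenol epi absorbance. Reagent: T5PNP substrate at 5 mM, a TopII-DNA adduct mimic. Replication: single well per compound.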
HTRA1 inh – HTRA1 (human) protease inhibition | inhibition, % at 5.96 µM | recombinant HTRA1, FP-rhodamine activity-based probe, fluorescence polarization | 0.5% of 340,000 active | Q92743; in the data active = inhibition above about 36%;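 also: 0% = enzyme with DMSO and 100% = wells lacking enzyme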
TCR-CD3 inh – inhibitors of human TCR-CD3 interaction | inhibition, % at 9.4 µM | TAMRA-labeled TCR probe fluorescence, biochemical | 0.37% of 360,000 active; in the data active = inhibition above about 19%;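 also: recombinant mutant TCR 2C K166C tagged with TAMRA read by polarization; 0% = receptor in buffer alone and 100% = receptor with positive control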
* = called active by the depositor; . = no result given; & = joins results of further samples. This is a random part of the collection; 4.2% or so of the library scored in one or more.

SMILES	LEDGF integ inh	PRMT1 inh	UHRF1 binding	PG9 binder	DDE Tn7 FP inh	SIAE primary	ABHD4 inh	TDP2 inh	HTRA1 inh	TCR-CD3 inh
Cc1ccc(C)c(N(CC(=O)NC2CCCC2)C(=O)CCC(=O)Nc2cc(C)on2)c1	1.0	0.5	-1.3	-2.8	1.0	-0.4	0.5	-2.4	1.4	1.1
Cc1ccc(NC(=S)N2CCN(CCN3C(=O)c4cccc5cccc(c45)C3=O)CC2)cc1	3.0	-2.7	-2.7	-2.9	-5.6	-8.3	0.9	-8.7	-6.6	3.8
CC1=CC2=NC(=O)/C(=C/c3cccn3Cc3ccccc3)C(=N)N2O1	-0.2	-5.8	0.5	-2.7	-8.1	7.9	-7.5	-24.9	-55.2	-4.3
Cc1ccc([C@H]2C(C(=O)O)=CC[C@@H](c3cccc(C)c3)N2S(=O)(=O)c2ccc(C)cc2)cc1	-0.2	0.7	0.1	1.0	8.0	-2.9	12.5	6.4	0.1	-2.0
COc1ccccc1NC(=S)NC1CCCCCC1	-4.1	0.6	2.3	0.3	3.2	5.4	3.8	4.0	-4.1	1.4
Cc1cc2nc(-c3ccc(SCC(=O)N4CCN(C(=O)c5ccco5)CC4)nc3)[nH]c2cc1C	2.0	13.1	-1.6	-1.3	-1.9	-10.2	-17.6	-12.1	-11.3	-1.4
COc1cccc(OC)c1C(=O)Nc1ccc(Br)c(C(=O)c2ccccc2)c1	-0.5	2.4	1.5	-0.6	-6.3	-3.4	-5.8	8.7	11.9	-0.9
COc1ccccc1CN1CCCCC1C(=O)O (stereo not given)	2.5	-2.3	-0.7	-0.7	2.6	1.5	3.5	4.8	6.8	0.7
Cc1nn(-c2ccccc2)c(C)c1/C=N/NC(=O)c1[nH][nH]c(=O)c1C	-4.0	4.4	1.3	.	5.3	3.2	2.0	-2.9	.	.
COC(=O)[C@]12C[C@H](CC(=O)N3CCN(C(=O)C4CC4)CC3)C(=O)N(Cc3cccc4ccccc34)C1=C[C@H](C(C)(C)C)O[C@@H]2C	-3.1	1.0	-0.2	.	2.9	2.6	-2.9	1.0	.	.
CC1(c2ccc3ccccc3c2)NC(=O)N(CC(=O)N2CCC(C(N)=O)CC2)C1=O (stereo not given)	-2.3	1.1	0.2	0.0	-11.0	2.3	2.5	9.5	-2.9	6.8
Cc1nc(CCNC(=O)c2cccs2)cs1	3.6	2.7	1.5	0.9	2.4	-0.5	10.6	1.4	-3.2	-1.1

No new results follow: 5 of the compounds above.
SMILES	LEDGF integ inh	PRMT1 inh	UHRF1 binding	PG9 binder	DDE Tn7 FP inh	SIAE primary	ABHD4 inh	TDP2 inh	HTRA1 inh	TCR-CD3 inh
Cc1ccc(C)c(N(CC(=O)NC2CCCC2)C(=O)CCC(=O)Nc2cc(C)on2)c1	1.0	0.5	-1.3	-2.8	1.0	-0.4	0.5	-2.4	1.4	1.1
Cc1ccc(NC(=S)N2CCN(CCN3C(=O)c4cccc5cccc(c45)C3=O)CC2)cc1	3.0	-2.7	-2.7	-2.9	-5.6	-8.3	0.9	-8.7	-6.6	3.8
CC1=CC2=NC(=O)/C(=C/c3cccn3Cc3ccccc3)C(=N)N2O1	-0.2	-5.8	0.5	-2.7	-8.1	7.9	-7.5	-24.9	-55.2	-4.3
Cc1ccc([C@H]2C(C(=O)O)=CC[C@@H](c3cccc(C)c3)N2S(=O)(=O)c2ccc(C)cc2)cc1	-0.2	0.7	0.1	1.0	8.0	-2.9	12.5	6.4	0.1	-2.0
COc1ccccc1NC(=S)NC1CCCCCC1	-4.1	0.6	2.3	0.3	3.2	5.4	3.8	4.0	-4.1	1.4

Part of the list above in order of count of non-hydrogen atoms, high to low.
SMILES	LEDGF integ inh	PRMT1 inh	UHRF1 binding	PG9 binder	DDE Tn7 FP inh	SIAE primary	ABHD4 inh	TDP2 inh	HTRA1 inh	TCR-CD3 inh
COC(=O)[C@]12C[C@H](CC(=O)N3CCN(C(=O)C4CC4)CC3)C(=O)N(Cc3cccc4ccccc34)C1=C[C@H](C(C)(C)C)O[C@@H]2C	-3.1	1.0	-0.2	.	2.9	2.6	-2.9	1.0	.	.
COc1cccc(OC)c1C(=O)Nc1ccc(Br)c(C(=O)c2ccccc2)c1	-0.5	2.4	1.5	-0.6	-6.3	-3.4	-5.8	8.7	11.9	-0.9
COc1ccccc1CN1CCCCC1C(=O)O (stereo not given)	2.5	-2.3	-0.7	-0.7	2.6	1.5	3.5	4.8	6.8	0.7

The list continues:
SMILES	LEDGF integ inh	PRMT1 inh	UHRF1 binding	PG9 binder	DDE Tn7 FP inh	SIAE primary	ABHD4 inh	TDP2 inh	HTRA1 inh	TCR-CD3 inh
CCOc1cc(CNCC2CCCN2CC)cc(Cl)c1OC (stereo not given)	3.8	0.5	3.7	0.2	3.8	-6.6	-5.8	-12.9	6.3	4.6
COC(=O)c1ccc(CN2CCCC(C(=O)Nc3ccc(-c4ccn[nH]4)cc3)C2)cc1 (stereo not given)	-1.9	-2.0	-0.6	-2.0	-5.0	-7.9	5.5	10.7	-5.2	4.4
CCC(=O)Nc1cccc2cccnc12	-2.7	2.3	1.3	1.4	0.3	-3.6	1.8	4.0	-1.7	-2.7
Cc1nc(CN2CCCC2=NC#N)n(-c2ccccc2)n1	-2.7	3.2	6.1	1.7	0.4	4.8	-7.5	-1.5	-4.2	1.8
COc1ccc2nc(SCC(=O)Nc3ccccc3C#N)[nH]c2c1	-1.7	-4.3	0.4	-0.5	5.6	0.1	-1.6	6.5	2.5	2.1
O=C(N/N=C/c1ccccc1F)c1ccc(COc2ccccc2Cl)o1	1.2	-2.8	2.1	0.7	-4.4	-4.3	-9.0	-14.0	-57.6	4.6
CNC(=O)C(=O)N/N=C/c1cccnc1	-1.4	-1.9	-3.6	-2.9	-6.9	5.7	6.8	8.2	10.7	0.7
Cc1noc2ncnc(N3CCN(c4cccc(Cl)c4)CC3)c12	2.9	-1.2	4.5	0.3	8.2	-2.7	1.2	-2.1	0.7	-0.6
CCOc1cc(CO)ccc1OCC(=O)N1CCCCC1	-0.9	-3.6	3.3	-0.5	-8.8	0.0	-9.3	-3.5	6.3	-0.7
Cc1c(CN2CCC(C(=O)Nc3ccc(Oc4ccccc4)nc3)CC2)cnn1C	0.9	-0.6	1.0	0.0	-1.5	4.3	1.8	9.7	-0.2	-3.1
CCOC(=O)c1c(NC(=O)C2=C(C)NC(=S)NC2c2ccccc2C(F)(F)F)sc(C)c1C (stereo not given)	-2.5	-0.5	-1.5	-0.1	1.3	10.3	4.7	-5.1	-6.2	-1.7
Cc1csc(NC(=O)C2CCCC2)n1	0.7	1.1	-0.3	-0.3	2.9	1.6	0.4	-4.6	-5.2	5.0
CCc1noc(C)c1C(=O)N(CCOC)c1c(N)n(CC(C)C)c(=O)[nH]c1=O	6.2	-2.8	-2.0	-0.6	-8.3	-1.2	1.1	-7.2	2.3	12.3
NC(=O)NN=C1CCn2cccc21	2.7	1.4	-3.9	0.3	4.5	4.7	2.9	-1.8	-2.3	-2.6
CC(=O)/C(N=Nc1cc2c(c([N+](=O)[O-])c1C)C(C)(C)CC2(C)C)=C(\C)O	-1.4	-2.1	1.2	-1.3	0.1	0.7	6.3	-8.6	.	-1.2
CN(C)Cc1cc(OCc2ccccc2)cc(CN(C)C)c1O	1.6	-3.0	-4.8	-0.8	-8.5	3.3	1.9	-14.2	5.2	-4.5
C=CCn1c(SCC(=O)N2CCC(C)CC2)nc2c([nH]c3ccccc32)c1=O	1.0	-1.2	-1.9	0.3	-3.2	0.4	4.5	-1.7	2.9	-3.3
O=C(NC(Cc1ccccc1)C(=O)O)/C(=C\c1ccco1)NC(=O)c1ccccc1Br (stereo not given)	16.5*	23.7*	0.2	-5.3	-0.6	-6.7	11.4	-11.0	-2.8	-2.8
Cc1onc(-c2c(Cl)cccc2Cl)c1C(=O)NCc1ccc(S(N)(=O)=O)cc1	2.4	-1.8	-2.2	-1.3	4.4	6.6	3.8	18.7	-1.0	2.4
CC(=O)Nc1ccccc1OC(C)C(=O)NC(C)c1ccc(F)cc1 (stereo not given)	7.5	0.4	0.6	-3.1	-4.0	-1.6	0.3	4.5	4.9	3.5
C/C(=N\OC(=O)NC(C)C)c1sc(-c2ccc(Cl)cc2)nc1C	-0.4	3.1	0.1	0.3	-5.2	-8.8	-5.0	-9.0	-22.6	-0.8
Cc1c(C(=O)NC(c2ccccn2)C(F)(F)F)oc2c(F)cccc12 (stereo not given)	1.9	-0.2	-3.6	0.6	7.0	3.1	3.8	-0.1	0.3	2.2
CC(C)(C)c1ccc(CS(=O)CC(O)CO)cc1 (stereo not given)	-5.5	-0.2	1.6	3.3	9.2	6.3	9.6	1.5	2.0	-4.0
CC1=NN(c2ccc(S(=O)(=O)O)cc2Cl)C(=O)C1	7.3	3.6	-7.9	-2.6	6.8	3.9	5.6	19.4	-3.5	3.0
CC(=O)c1nn(-c2cccc(Br)c2)cc1C(=O)c1ccco1	0.0	-0.6	-1.1	-1.4	-4.2	-0.3	-4.6	-5.7	-3.1	4.0
COc1ccc(OCC(=O)N2N=C(C(F)F)CC2(O)C(F)F)cc1 (stereo not given)	-2.2	-2.2	0.0	-1.0	-2.3	-3.8	-3.6	7.0	-4.3	5.6
COc1ccccc1C(=O)Nc1ccnn1C1CCN(Cc2cnn(C)c2C)CC1	-2.2	1.7	2.8	4.1	1.8	7.1	4.9	-2.3	-1.5	1.1
N#CCCN(CC(=O)O)S(=O)(=O)c1ccccc1	-2.1	-1.3	1.2	-0.6	-2.0	-5.0	2.0	-10.8	6.0	3.1
Cc1ccc(-c2csc3nnc(SCC(=O)NCc4ccc5c(c4)OCO5)n23)cc1	0.4	3.1	2.5	2.9	2.2	5.3	-3.4	-9.2	0.1	-3.7
O=S(=O)(c1ccc(=S)[nH]c1)N1CCCCCC1	0.2	10.8	-4.0	1.6	4.3	-2.6	4.5	-12.1	3.5	3.4
COc1ccc(C2c3c(C)nn(-c4ccccc4)c3NC(=O)N2c2ccccc2)cc1 (stereo not given)	-2.6	-1.1	-0.6	0.5	1.9	-2.3	5.0	-1.7	-7.2	3.0
COc1ccc(N=Cc2c(O)n(-c3ccc(OC)cc3)c(=O)c3ccccc23)cc1	5.7	-1.3	-2.5	-1.1	-2.3	-3.0	-5.4	-7.1	0.0	4.3
COC(=O)c1ccc(COC(=O)CNS(=O)(=O)c2ccc(C)cc2)cc1	0.8	1.2	-1.8	-3.6	1.6	-1.4	-6.0	-8.6	-10.2	0.0
CCN(CC)N=Nc1ccc(S(=O)(=O)Nc2nc(C)cc(C)n2)cc1	-1.7&1.9	-0.3&-5.5	-0.9&-1.9	0.1&-1.1	3.2&-5.9	-1.0&4.6	0.3&-7.1	6.9&7.3	1.9&2.8	4.5&-3.5
